Screens (PubChem BioAssay)
All columns: NCI-60 one-dose screen, growth in % after 48 h at 10 µM unless noted; 100 = growth as untreated, 0 = no growth, -100 = all killed.
SNB-19: SNB-19 CNS cancer cells. hit rate 2.5% among 81,000
SW-620: SW-620 colon cancer; hit rate 5.2% among 82,000
SNB-75: SNB-75 CNS cancer. hit rate 5% among 79,000. AID 1794750
HCT-116: HCT-116 colon cancer; AID 1794798; hit rate 7.3% among 82,000
HCT-15: HCT-15 colon cancer; hit rate 5.2% among 82,000
HT29: HT29 colon cancer | hit rate 7.4% among 81,000 | AID 1794748
COLO 205: COLO 205 colon cancer | AID 1794742 | hit rate 7.3% among 79,000
HCC-2998: HCC-2998 colon cancer; hit rate 4.7% among 79,000; AID 1794799
KM12: KM12 colon cancer cells; hit rate 5% among 82,000
Numbers without * were called inactive; . = not tested or not shown; & = joins results of further samples. The calls were made as follows: active = growth percent below 10; inactive = the rest.

#1 CC1c2ccccc2-c2ccccc2N1C (centres undefined)
#2 CCOC(CC)(OCC)OCC
#3 CN(C)Cc1cc(C(C)(C)CC(C)(C)C)cc(CN(C)C)c1O
#4 Cc1nc2sc(C(=O)Nc3cccc4cccnc34)c(N)c2cc1C(C)O (centres undefined)
#5 Cc1ccc(C2CC(n3nnnc3-c3ccccc3)=NN2)cc1 (centres undefined)
#6 O=C(N=Nc1c(O)[nH]c2ccccc12)c1ccc2nc(-c3ccccc3)[nH]c2c1

Assay by compound	1	2	3	4	5	6
SNB-19	97	105	103	97	97	96
SW-620	108	105	68	103	105	111
SNB-75	105	108	77	101	97	129
HCT-116	96	118	98	109	95	106
HCT-15	102	107	78	75	98	101
HT29	102	108	93	105	87	123
COLO 205	107	101	91	111	100	111
HCC-2998	105	102	106	110	101	124
KM12	104	99	102	105	108	93

#7 Nc1cc(=O)[nH]c(=S)[nH]1
#8 N#CC(OC(=O)c1ccccc1)c1cccc([N+](=O)[O-])c1 (centres undefined)
#9 CCOC(=O)c1sc2nc(-c3ccc([N+](=O)[O-])cc3)nc(N3CCOCC3)c2c1C
#10 CC(=O)OCC(=O)[C@@]1(O)[C@H](OC(C)=O)CC2C3CCC4=CC(=O)C=C[C@]4(C)[C@@]3(F)[C@@H](O)C[C@@]21C (some centres undefined)
#11 O=C(Nc1ccccc1)c1ccc2c(c1)nc(-c1ccc([N+](=O)[O-])cc1)n2C1CCCCC1
#12 COc1ccc(C(=O)CSc2nnc(-c3ccc(-c4ccccc4)nc3C)o2)cc1

Assay by compound	7	8	9	10	11	12
SNB-19	108	99	101	102	92	98
SW-620	108	107	98	96	93	101
SNB-75	105	98	84	127	94	104
HCT-116	112	102	85	97	70	100
HCT-15	103	93	98	99	81	98
HT29	100	107	96	103	93	101
COLO 205	104	106	114	102	97	113
HCC-2998	108	.	114	107	113	108
KM12	106	108	98	104	64	95

Whole records from above. Screens in order: SNB-19	SW-620	SNB-75	HCT-116	HCT-15	HT29	COLO 205	HCC-2998	KM12
CC(=O)OCC(=O)[C@@]1(O)[C@H](OC(C)=O)CC2C3CCC4=CC(=O)C=C[C@]4(C)[C@@]3(F)[C@@H](O)C[C@@]21C (some centres undefined) is listed as 102	96	127	97	99	103	102	107	104
O=C(Nc1ccccc1)c1ccc2c(c1)nc(-c1ccc([N+](=O)[O-])cc1)n2C1CCCCC1 is listed as 92	93	94	70	81	93	97	113	64
Nc1cc(=O)[nH]c(=S)[nH]1 is listed as 108	108	105	112	103	100	104	108	106
COc1ccc(C(=O)CSc2nnc(-c3ccc(-c4ccccc4)nc3C)o2)cc1 is listed as 98	101	104	100	98	101	113	108	95

Next section.
#13 CSc1nc(-c2ccc(Cl)cc2)c(C#N)c(N2CCOCC2)n1
#14 CCn1c2ccccc2c2c3ncc4cccn4c3ccc21
#15 Clc1ccc(CSc2nnc3c(n2)[nH]c2ccccc23)cc1
#16 COc1ccc2nccc(/C=C/c3ccccc3N)c2c1
#17 CCN(C)c1ccccc1
#18 Cc1nn(-c2cc(=O)[nH]c3cccc(C)c23)c(N)c1C#N

Assay by compound	13	14	15	16	17	18
SNB-19	80	93	102	97	106	103
SW-620	94	84	100	109	110	85
SNB-75	52	59	89	101	79	63
HCT-116	94	70	70	104	106	101
HCT-15	90	71	110	103	101	101
HT29	85	47	103	103	103	108
COLO 205	99	.	130	111	96	109
HCC-2998	100	97	108	119	107	111
KM12	94	60	96	98	109	103

Some of the entries so far, with tabs.
No.	molecule	SNB-19	SW-620	SNB-75	HCT-116	HCT-15	HT29	COLO 205	HCC-2998	KM12
12	COc1ccc(C(=O)CSc2nnc(-c3ccc(-c4ccccc4)nc3C)o2)cc1	98	101	104	100	98	101	113	108	95
13	CSc1nc(-c2ccc(Cl)cc2)c(C#N)c(N2CCOCC2)n1	80	94	52	94	90	85	99	100	94
14	CCn1c2ccccc2c2c3ncc4cccn4c3ccc21	93	84	59	70	71	47	.	97	60
15	Clc1ccc(CSc2nnc3c(n2)[nH]c2ccccc23)cc1	102	100	89	70	110	103	130	108	96

Following part
#19 CC(Oc1ccc(C(=O)O)cc1C(F)(F)F)c1ccc(Oc2ccccc2)cn1 (centres undefined)
#20 Cc1ccc2cc(CC(=O)NCCc3c[nH]c4ccccc34)oc2c1
#21 COc1cccc(C=O)c1O
#22 Cc1ccc(Cc2c[nH]c(=S)[nH]c2=O)cc1
#23 CCOC(=O)CN(Cc1ccccc1)c1c(NC2CCCCC2)oc(=O)c2ccccc12
#24 CCCCn1c(C)nc2ccc(Nc3nc(Cl)nc4nc[nH]c34)cc21

Assay by compound	19	20	21	22	23	24
SNB-19	97	88	96	100	98	90
SW-620	103	99	103	111	90	79
SNB-75	90	79	77	84	88	63
HCT-116	103	92	101	93	83	68
HCT-15	81	67	101	91	89	83
HT29	121	102	104	104	75	80
COLO 205	130	111	111	124	104	87
HCC-2998	108	93	108	90	91	94
KM12	92	94	100	116	96	78

#25 COc1ccc(NC(=O)CSc2nnc(-c3ccc(-c4nc5ccc(C)cc5[nH]4)cc3)o2)cc1OC
#26 c1ccc(-c2nnc(Nc3nnc(-c4ccccc4)s3)s2)cc1
#27 CCN(c1ccc(C(=O)N2CCN(c3ccccc3)CC2)cc1)S(C)(=O)=O
#28 CC1NC(=O)NC1=O (centres undefined)
#29 CCC(/C=N/N=C(N)N)OC (centres undefined)
#30 COc1ccc2[nH]c(-c3ccc(Cl)cc3)cc(=O)c2c1

Assay by compound	25	26	27	28	29	30
SNB-19	107	111	100	93	106	96
SW-620	103	98	108	105	106	98
SNB-75	105	93	64	95	93	93
HCT-116	106	98	101	96	101	102
HCT-15	96	102	104	98	100	96
HT29	107	106	98	105	103	96
COLO 205	108	116	113	112	101	105
HCC-2998	119	108	102	101	103	100
KM12	101	113	101	102	108	99

#31 COc1ccc(Oc2ccccc2C(=O)O)cc1
#32 O=CC(CO)CC(C=O)n1cnc2c(=O)[nH]cnc21 (centres undefined)
#33 Cc1ccc(-c2nn[nH]n2)cc1
#34 COc1nc(N)nc2n[nH]nc12
#35 CCOC(=O)c1noc2c1CCc1c-2cn(Cc2ccc(OC)cc2)c1-c1ccc(O)cc1
#36 CCOc1ccccc1F

Assay by compound	31	32	33	34	35	36
SNB-19	102	89	97	.	108	111
SW-620	104	101	83	64	109	.
SNB-75	73	79	93	83	88	100
HCT-116	88	112	105	89	89	116
HCT-15	94	114	102	103	88	116
HT29	104	110	115	97	84	97
COLO 205	114	102	119	101	108	109
HCC-2998	103	122	99	96	106	105
KM12	100	116	102	99	97	105

#37 Cc1ccc2nc(/C(C#N)=C(/CCCO)NC(Cc3ccccc3)C(=O)OCc3ccccc3)[nH]c(=O)c2c1 (centres undefined)
#38 C=C1C(=O)O[C@H]2[C@H]1CC/C(COC(=O)c1ccc(C#N)cc1)=C\CC[C@@]1(C)O[C@@H]21
#39 O=C(Nc1cccc(Cn2c(=O)[nH]c3ccc(Oc4ncccn4)cc3c2=O)c1)c1ccc([N+](=O)[O-])cc1
#40 CCOC(=O)c1nn(-c2ccc(C)cc2)c(=O)c2c(N)c(C#N)c(-c3ccccc3)c(S)c12
#41 N#Cc1nc(-c2ccccc2)oc1S(=O)(=O)n1nc(-c2ccccc2)cc1N
#42 N#CC(C(=O)Nc1cccc(C(F)(F)F)c1)C(=S)Nc1ccccc1Cl (centres undefined)

Assay by compound	37	38	39	40	41	42
SNB-19	90	48	91	86	84	98
SW-620	110	-28*	88	83	100	95
SNB-75	113	77	98	54	.	75
HCT-116	97	-60*	74	90	95	103
HCT-15	117	-7.2*	100	69	101	103
HT29	130	-4.6*	82	116	99	105
COLO 205	88	-78*	106	110	79	99
HCC-2998	-12*	91	91	112	111	119
KM12	109	85	85	94	103	104

Fetched by compound from above (6):
#27 CCN(c1ccc(C(=O)N2CCN(c3ccccc3)CC2)cc1)S(C)(=O)=O
#39 O=C(Nc1cccc(Cn2c(=O)[nH]c3ccc(Oc4ncccn4)cc3c2=O)c1)c1ccc([N+](=O)[O-])cc1
#28 CC1NC(=O)NC1=O (centres undefined)
#32 O=CC(CO)CC(C=O)n1cnc2c(=O)[nH]cnc21 (centres undefined)
#16 COc1ccc2nccc(/C=C/c3ccccc3N)c2c1
#15 Clc1ccc(CSc2nnc3c(n2)[nH]c2ccccc23)cc1

Assay by compound	27	39	28	32	16	15
SNB-19	100	91	93	89	97	102
SW-620	108	88	105	101	109	100
SNB-75	64	98	95	79	101	89
HCT-116	101	74	96	112	104	70
HCT-15	104	100	98	114	103	110
HT29	98	82	105	110	103	103
COLO 205	113	106	112	102	111	130
HCC-2998	102	91	101	122	119	108
KM12	101	85	102	116	98	96

Other results follow:
#43 COc1ccc(Nc2nnc(C(=O)c3c[nH]c4ccccc34)o2)cc1
#44 CN(C)Cc1cc(C(=O)/C=C/c2ccc(N)cc2)cc(CN(C)C)c1O
#45 CC(=O)Oc1c(CBr)cccc1C(=O)O
#46 O=c1ssc(Cl)c1-c1ccccc1
#47 Cc1ccc(NC2(C(N)=O)CCCC2)cc1
#48 O=C1C(=O)c2cc([N+](=O)[O-])ccc2-c2ccccc21

Assay by compound	43	44	45	46	47	48
SNB-19	98	106	102	111	119&101	-94*
SW-620	104	105	118	95	108&100	-81*
SNB-75	92	93	95	90	106&98	-98*
HCT-116	90	107	102	93	101&102	-92*
HCT-15	98	118	96	101	105&105	-54*
HT29	103	109	101	103	93	-79*
COLO 205	104	100	115	85	106&118	-57*
HCC-2998	91	100	100	104	108&99	66
KM12	91	100	109	113	107&104	-82*

#49 CC1=C(C(=O)O)N2C(=O)[C@@H](NC(=O)[C@H](N)C3=CCC=CC3)C2SC1 (some centres undefined)
#50 C#CCOC(=O)CCC(=O)OCC#C
#51 COc1ccc(/C=C/C(C)=N/OCC(=O)Nc2ccc(Cl)cc2)cc1
#52 CN(C)CCN(Cc1ccccc1)Cc1c(F)cccc1Cl
#53 Clc1ccccc1C1Nc2ccccc2-n2cccc21 (centres undefined)
#54 O=C(O)CSCc1ccccc1

Assay by compound	49	50	51	52	53	54
SNB-19	107	96	80	103	103	98
SW-620	139	108	55	97	104	104
SNB-75	91	86	70	.	70	84
HCT-116	100	97	35	93	96	108
HCT-15	98	105	38	93	105	104
HT29	103	100	31	81	94	107
COLO 205	106	107	44	89	114	116
HCC-2998	111	.	42	.	107	108
KM12	.	100	37	97	112	111

#55 CCC(=O)O[C@@H]1C[C@H](C)CC[C@H]1C(C)C
#56 Cc1cc2nc(CN)[nH]c2cc1C
#57 COc1ccc2c(c1)CCC(c1nc3ccc(C)cc3[nH]c1=O)C2=O (centres undefined)
#58 ClC1=C(Cl)C(=C2C(Cl)=C(Cl)C(Cl)=C2Cl)C(Cl)=C1Cl
#59 Cn1c(-c2c(N)n(Cc3ccc(C(F)(F)F)cc3)c3nc(C#N)c(C#N)nc23)nc2ccccc21

Assay by compound	55	56	57	58	59
SNB-19	103	102	.	105	21
SW-620	101	108	96	102	6.6*
SNB-75	96	92	89	94	15
HCT-116	99	104	90	101	-29*
HCT-15	99	109	93	106	13
HT29	104	51	101	96	9.7*
COLO 205	108	104	107	103	-90*
HCC-2998	103	106	112	109	15
KM12	108	103	99	104	5.3*
